# AmpC detergent – AmpC beta-lactamase inhibition with detergent present. AmpC hydrolysis of nitrocefin, absorbance 480 nm, 0.01% Triton. 370,000 compounds, 0.041% hits. Potency, µM (series often up to 114 µM), for the others: at the highest dose activity change, negative = inhibition, usual class: inhibitors;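 also: potency is read from the fitted curve at half-maximal effect; 0% = no-compound wells and -100% = no-enzyme wells; nearly all actives have a fitted effect of over 25% in size; some results filed as inactive show a strong effect at the top dose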
# Target sequence (P00811 whole entry, looked up): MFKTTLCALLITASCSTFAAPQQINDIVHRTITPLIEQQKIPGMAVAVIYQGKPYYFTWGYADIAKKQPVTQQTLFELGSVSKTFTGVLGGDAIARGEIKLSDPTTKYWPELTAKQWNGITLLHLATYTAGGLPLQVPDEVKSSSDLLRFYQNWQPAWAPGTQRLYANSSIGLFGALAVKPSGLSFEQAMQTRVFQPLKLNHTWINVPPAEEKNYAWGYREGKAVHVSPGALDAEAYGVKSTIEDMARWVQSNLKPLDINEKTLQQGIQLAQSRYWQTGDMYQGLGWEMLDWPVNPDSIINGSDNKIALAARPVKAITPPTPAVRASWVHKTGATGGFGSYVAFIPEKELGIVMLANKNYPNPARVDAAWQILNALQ
#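 AmpC (5.3 nM in the dispensed reagent) in 20 mM phosphate pH 7.0 with 0.01% (detergent screen) or 0.0001% Triton X-100 was preincubated with compounds for 15 min at room temperature. Nitrocefin was then added from an 800 uM solution, and hydrolysis was followed at 480 nm.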
# Shiga toxin inh – blocks Shiga toxin action in Vero cells. Vero cells, Shiga toxin protein synthesis inhibition reporter. inhibition, % at 38.7 µM. 290,000 compounds, 9.2% hits. AID 2315; in the data active = inhibition mostly above about 28%, no sharp cut-off; inactive = mostly below about 43%; also: 0% is about no effect
# AMA1-RON2 inh – inhibitors of Plasmodium falciparum AMA1-RON2 interaction; AlphaScreen AMA1-biotinylated RON2 peptide binding; Potency, µM (titrated, usually from 58.2 µM), inactives show at the top dose activity change, negative = inhibition, hits mostly inhibitors; 360,000 compounds, 0.2% hits;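 also: potency is read from the fitted curve at half-maximal effect; 0% = vehicle wells and -100% = peptide control; nearly all actives have a fitted effect of over 45% in size; some results filed as inactive show a strong effect at the top dose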
#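 AMA1 (3D7) with his tag at 25 nM final met compounds first, then biotinylated RON2 peptide at 25 nM; detection used donor plus acceptor beads, 10 µg/mL apiece, read by AlphaScreen after 30 min at room temperature.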
# CHX counter – counter-screen for Shiga toxin inhibitors: cycloheximide protein synthesis inhibition. cell reporter, cycloheximide protein synthesis inhibition counterscreen. max response, %. 300,000 compounds, 12% hits. AID 2314; in the data active = max response mostly above about 13%, no sharp cut-off; inactive = mostly below about 14%; also: read at 38.3 µM for the half of the compounds with a filed dose; 0% is about no effect
# HCMV antiviral – blocks human cytomegalovirus replication | HFF cells, HCMV-luciferase reporter, 72 h; stronger effect = lower value | activity change, negative = inhibition, % at 57.5 µM | 410,000 compounds, 4.5% hits; in the data active = activity change below about -60%; inconclusive = no clear call, values can overlap the other calls; inactive = above about -39%; also: % is scaled to controls: 0 for no effect and ±100 for the full control effect
#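 After 16 h attachment at 37C, HFF cells received test compound and HCMV-luciferase (1 PFU/cell); reporter luminescence read 72 h later, data normalized against buffer-only and known inhibitor Salinomycin.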
# FBPA Giardia inh – Giardia lamblia aldolase inhibition | purified Giardia FBPA | Potency, µM (titrated, usually from 59.6 µM), for the others: at the highest dose activity, negative = inhibition, actives largely listed as inhibitors | 290,000 compounds, 0.71% hits; also: potency is read from the fitted curve at half-maximal effect; % is scaled to controls: 0 for no effect and ±100 for the full control effect; nearly all actives have a fitted effect of over 55% in size
# Target sequence (A8B2U2 whole entry, looked up): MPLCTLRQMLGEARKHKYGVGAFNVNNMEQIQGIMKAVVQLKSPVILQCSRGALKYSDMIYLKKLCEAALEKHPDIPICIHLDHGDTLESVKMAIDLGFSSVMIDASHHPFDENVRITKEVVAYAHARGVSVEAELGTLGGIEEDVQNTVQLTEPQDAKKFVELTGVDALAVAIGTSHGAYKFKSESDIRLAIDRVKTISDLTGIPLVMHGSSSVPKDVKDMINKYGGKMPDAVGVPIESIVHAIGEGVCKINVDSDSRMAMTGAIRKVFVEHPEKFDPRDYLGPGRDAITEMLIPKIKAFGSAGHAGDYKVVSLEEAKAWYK
#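 Giardia FBPA (40 nM reagent) was preincubated 10 min at RT with compound (up to 57.5 uM final), then substrate plus GAPDH/TPI/NAD/arsenate coupling system with diaphorase/resazurin was added; resorufin fluorescence (525/598 nm) was read after 20 min.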
# AmpC no deterg – blocks E. coli AmpC beta-lactamase in detergent-free assay. P00811. AmpC nitrocefin hydrolysis, absorbance 480 nm, 0.0001% Triton. Potency, µM (series often up to 57.1 µM), inactives show at the highest dose activity change, negative = inhibition, actives largely listed as inhibitors. 330,000 compounds, 0.52% hits. AID 485341;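 also: potency is read from the fitted curve at half-maximal effect; plate controls were no compound for no effect and no enzyme for full effect; nearly all actives have a fitted effect of over 20% in size; some results filed as inactive show a strong effect at the top dose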
#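 AmpC (5.3 nM in the dispensed reagent) in 20 mM phosphate pH 7.0 with 0.01% (detergent screen) or 0.0001% Triton X-100 was preincubated with compounds for 15 min at room temperature. Nitrocefin was then added from an 800 uM solution, and hydrolysis was followed at 480 nm.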
# Numbers without * were called inactive; ? = inconclusive; . = not tested or not shown; & = joins results of further samples; [ ] = another dose, or the depositor's remark. Unless noted, calls follow the shape of the dose curve; as a rule, active = well fitted curve in the direction sought with a large enough effect; inconclusive = small, poorly fitted or top-dose-only effect, or another doubt; inactive = no such curve, though single readings can be large; an effect the other way counts as inactive or inconclusive.
1	CC(=O)Nc1cccc(C(=O)/C=C/c2ccc(/C=C/C(=O)c3cccc(NC(C)=O)c3)cc2)c1
2	COc1cc(CCC(=O)N2CCN(S(=O)(=O)c3ccc(C)c(C)c3)CC2)cc(OC)c1OC
3	NC(=O)c1ccc(Nc2ccc3c(c2)CCC3)c([N+](=O)[O-])c1
4	CCOC(=O)C(=O)NNc1ccccc1OC
5	CCc1ccc(OCCOCC(O)CNC(C)(C)C)cc1 (stereo unspecified)
6	Cc1nc2ccccc2c(=O)n1NC(=O)c1ccccc1Br
Assay by compound | 1 | 2 | 3 | 4 | 5 | 6
AmpC detergent | -0.6% | -4.1% | -2.9% | 6.7% | -8.9% | -0.1%
FBPA Giardia inh | 7.8% | 4.3% | 4.9% | -1.5% | 4.2% | 9.2%
Shiga toxin inh | 45.3 | -5.4 | 9.0 | -4.5 | -14.0 | -1.9
AMA1-RON2 inh | . | 34.7%[activator] | 5.4% | 23.2% | 1.6% | -10.2%
CHX counter | 35.4* | 0.3 | -2.9 | -0.7 | -4.7 | -2.4
HCMV antiviral | -87.9* | 57.9 | -8.8 | 21.4 | -18.8 | 3.7
AmpC no deterg | -15.1% | 123.1%[activator] | -32.2% | -15.3% | -10.8% | -16.5%

# Complete entries, looked up by structure. Order of screens: AmpC detergent	FBPA Giardia inh	Shiga toxin inh	AMA1-RON2 inh	CHX counter	HCMV antiviral	AmpC no deterg
# CCOC(=O)C(=O)NNc1ccccc1OC is listed with 6.7%	-1.5%	-4.5	23.2%	-0.7	21.4	-15.3%
# Cc1nc2ccccc2c(=O)n1NC(=O)c1ccccc1Br is listed with -0.1%	9.2%	-1.9	-10.2%	-2.4	3.7	-16.5%
# CCc1ccc(OCCOCC(O)CNC(C)(C)C)cc1 (stereo unspecified) is listed with -8.9%	4.2%	-14.0	1.6%	-4.7	-18.8	-10.8%

# The results go on.
7	CC1CCCCN1C(=O)c1ccccc1NC(=O)c1ccco1 (stereo unspecified)
8	Cc1ccc(CSCCNC(=O)CN(c2cccc([N+](=O)[O-])c2)S(C)(=O)=O)cc1
9	Cc1ccc(NC(=S)NCc2ccc(Cl)cc2)c(OC(F)F)c1
10	O=C(COC(=O)CCCc1nc2ccccc2s1)NC(=O)NCc1ccco1
11	O=Cc1ccnc(-c2ccc(OC(=O)c3ccco3)cc2)n1
12	O=S(=O)(NCCSCc1c(Cl)cccc1Cl)c1ccc2c(c1)OCCO2
Assay by compound | 7 | 8 | 9 | 10 | 11 | 12
AmpC detergent | 11.0% | 1.8% | -0.7% | -5.5% | ? | 2.8%
FBPA Giardia inh | 3.6% | -7.1% | 5.4% | -1.4% | 3.5% | .
Shiga toxin inh | 1.5 | -1.5 | -11.1 | -2.1 | 10.0 | 9.6
AMA1-RON2 inh | 5.7% | -8.9% | 48.3%[activator] | -12.4% | 7.1% | -5.0%
CHX counter | -5.0 | -4.2 | 0.5 | 0.2 | 13.8 | -0.8
HCMV antiviral | 38.4 | ? | -9.7 | ? | 26.7 | -11.5
AmpC no deterg | -16.3% | 48.5% | ? | -16.0% | -22.2% | -21.5%

# Looked up above.
# FBPA Giardia inh result of O=C(COC(=O)CCCc1nc2ccccc2s1)NC(=O)NCc1ccco1 stands at -1.4%
# FBPA Giardia inh result of Cc1ccc(CSCCNC(=O)CN(c2cccc([N+](=O)[O-])c2)S(C)(=O)=O)cc1 stands at -7.1%
# HCMV antiviral result of Cc1ccc(NC(=S)NCc2ccc(Cl)cc2)c(OC(F)F)c1 stands at -9.7
# AmpC no deterg result of O=Cc1ccnc(-c2ccc(OC(=O)c3ccco3)cc2)n1 stands at -22.2%
# AmpC detergent result of O=S(=O)(NCCSCc1c(Cl)cccc1Cl)c1ccc2c(c1)OCCO2 stands at 2.8%
# AmpC no deterg result of CC1CCCCN1C(=O)c1ccccc1NC(=O)c1ccco1 (stereo unspecified) stands at -16.3%

# Further compounds follow:
13	CN(CCc1ccccn1)C(=O)CCC1CCCN(C(=O)c2ccc3c(c2)OCCO3)C1 (stereo unspecified)
14	CCC(=O)C1CCCN(C(=O)CCc2nnc(-c3ccc4c(c3)OCO4)o2)C1 (stereo unspecified)
15	CC1(C(=O)O)Oc2cccnc2NC1=O (stereo unspecified)
16	COc1cc(C2=NOC(C(=O)NCc3cccs3)C2)cc(OC)c1OC (stereo unspecified)
17	CN1CCN(CC(O)COc2ccc(C(=O)O)cc2)CC1 (stereo unspecified)
18	N/C(=N\OC(=O)C12CC3CC(CC(C3)C1)C2)c1ccccc1
Assay by compound | 13 | 14 | 15 | 16 | 17 | 18
AmpC detergent | -6.8% | -8.6% | ? | 4.0% | -14.4% | 5.3%
FBPA Giardia inh | 1.4% | 2.8% | 1.0% | 3.1% | -21.7% | 6.0%
Shiga toxin inh | 22.7 | 51.5* | -8.5 | 37.0 | -8.8 | 21.3
AMA1-RON2 inh | -6.4% | 2.9% | 19.6% | -7.6% | -13.8% | 8.2%
CHX counter | 8.8 | 38.3* | -1.1 | -2.8 | -1.6 | 3.9
HCMV antiviral | 34.4 | 64.6 | -26.5 | -37.8 | 13.5 | 64.9
AmpC no deterg | 32.7% | -3.4% | -1.6% | 5.3% | 38.1% | -26.4%

19	Cc1cccc(NC(=S)N(CCN(C)C)Cc2cc3cc(C)ccc3[nH]c2=O)c1
20	C/C=C(\C)c1nnc(NC(=O)c2ccco2)s1
21	Cc1nc(NC2=NCN(Cc3ccccc3)CN2)nc2ccccc12
22	CN(Cc1cccs1)C(=O)Cc1c[nH]c2ccccc12
23	CC(=O)[C@@H]1[C@@H](C)N(Cc2ccccc2)C(=O)N[C@H]1c1cccc(C(F)(F)F)c1
24	O=C(COc1coc(CN2CCN(c3ccccc3F)CC2)cc1=O)NC1CCCC1
Assay by compound | 19 | 20 | 21 | 22 | 23 | 24
AmpC detergent | 7.0% | -3.9% | -10.8% | -3.2% | 2.1% | -19.6%
FBPA Giardia inh | -1.8% | 0.3% | 4.0% | -3.7% | 7.9%[12.9 µM] | .
Shiga toxin inh | -11.7 | 55.9* | -9.4 | 41.9 | -3.0 | .
AMA1-RON2 inh | -2.6% | 5.5% | . | 0.0% | -1.4% | 15.8%
CHX counter | 2.3 | 14.6* | 1.0 | 18.3* | -3.0 | .
HCMV antiviral | -31.7 | 41.1 | . | 26.0 | -28.6 | -21.4
AmpC no deterg | 96.3%[activator] | -1.1% | -29.7% | -28.4% | -3.1% | -7.6%

25	C/C(N)=C(/C#N)C(=O)COC(=O)[C@@H](NC(=O)c1ccccc1Cl)C(C)C
26	CCCn1c(SCC(=O)c2cc(C)n(C3CC3)c2C)n[nH]c1=O
27	CN(CC(=O)Nc1ccc2c(c1)CCC2)CC(=O)Nc1ccccc1Br
28	CCC(C)(C)NC(=O)C(c1ccc(F)cc1)N(Cc1ccc(OC)cc1)C(=O)c1cnccn1 (stereo unspecified)
29	CCOc1ccc(OCC)c(NS(=O)(=O)c2ccc3c(c2)CCN3C(=O)C2CCC2)c1
30	N#CC1=C(N)N(c2ccc(F)cc2)C2=C(C1c1ccc(O)cc1)S(=O)(=O)CC2 (stereo unspecified)
31	CN(C(=O)CSc1ncnc2sc(-c3ccccc3)cc12)C1CCS(=O)(=O)C1 (stereo unspecified)
32	COc1cccc(NC(=O)c2cccc(N3C(=O)C4CCC(C)CC4C3=O)c2)c1 (stereo unspecified)
33	Cc1c(NC(=O)Nc2cc(Cl)ccc2Cl)c(=O)n(-c2ccccc2)n1C
Assay by compound | 25 | 26 | 27 | 28 | 29 | 30 | 31 | 32 | 33
AmpC detergent | -7.4% | 4.6% | 0.5% | 0.2% | -0.7%&3.0% | 2.4% | -2.8% | ? | 5.6%
FBPA Giardia inh | 2.3% | . | -5.6% | -3.2% | -3.8% | ? | 2.9% | -6.0% | .
Shiga toxin inh | -5.2 | . | -15.9 | 60.4* | -11.6 | 8.9 | 20.9 | -6.7 | -12.8
AMA1-RON2 inh | 8.0% | -20.5% | 53.0%[activator] | -19.8% | -3.9% | 7.6% | 69.9%[activator] | -7.0% | 0.8%
CHX counter | -2.7 | . | -0.9 | 31.3* | 7.2 | -3.7 | 6.1 | -2.6 | 0.6
HCMV antiviral | ? | 26.5 | 12.5 | -66.1* | -3.4&35.7 | 4.2 | ? | -34.1 | 1.5
AmpC no deterg | -4.9%[11.4 µM] | -23.3% | 30.7% | 178.2%[activator] | 36.1% | -39.5% | -17.9% | -11.3% | -17.1%

# Random excerpt: 2 entries already listed, in no set order.
27	CN(CC(=O)Nc1ccc2c(c1)CCC2)CC(=O)Nc1ccccc1Br
8	Cc1ccc(CSCCNC(=O)CN(c2cccc([N+](=O)[O-])c2)S(C)(=O)=O)cc1
Assay by compound | 27 | 8
AmpC detergent | 0.5% | 1.8%
FBPA Giardia inh | -5.6% | -7.1%
Shiga toxin inh | -15.9 | -1.5
AMA1-RON2 inh | 53.0%[activator] | -8.9%
CHX counter | -0.9 | -4.2
HCMV antiviral | 12.5 | ?
AmpC no deterg | 30.7% | 48.5%
